ATXN viability – reduces viability in counter-screen for ATXN expression inhibitors; 400,000 compounds, 0.49% hits; S2 cells (HEK-293 line with an ATXN2-luciferase reporter) viability, CellTiter-Fluor protease fluorescence, 24 h; Potency, µM (series often up to 56.7 µM), hits mostly cytotoxic; note: potency is the fitted concentration of half-maximal effect; nearly all actives have a fitted effect of over 40% in size
Nrf2 activator – Nrf2 pathway activation; Potency, µM (top dose mostly 46.1 µM), for inactives: top-dose activation, most hits filed as activators; 410,000 compounds, 0.31% hits; AREc32 ARE-luciferase reporter (MCF7-derived line), luminescence, 24 h; note: potency is the fitted concentration of half-maximal effect; % of control where 0% means no effect; nearly all actives have a fitted effect of over 65% in size
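AREc32 cells carrying an ARE-driven firefly luciferase reporter were seeded at 1000 cells/well in OPTI-MEM with 5% FBS, then exposed to compound for 24 hr at 37 deg C. Luminescence was read with Steady-Glo after 30 min at RT.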
ATXN2 expr inh – inhibitors of ATXN2 expression; HEK-293 ATXN2-luciferase reporter, luminescence, 24 h; Potency, µM (titrated, usually from 57 µM), for inactives: at the top dose activity change, negative = inhibition, hits mostly inhibitors; 360,000 compounds, 0.72% hits; note: potency is the fitted concentration of half-maximal effect; % is set by controls: 0 for no effect and ±100 for the full control effect; nearly all actives have a fitted effect of over 55% in size
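qHTS (up to 57 uM final) was run with 24 h compound exposure of reporter cells at 37 °C. Each well was multiplexed: SteadyGlo luminescence measured ATXN2-luciferase expression after a fluorogenic Gly-Phe-AFC viability readout (25 uM final).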
TGFb SMAD3 inh – blocks TGF-b signaling. 410,000 compounds, 1.2% hits. AID 588855. HepG2 CAGA-GFP TGF-b/SMAD3 reporter, GFP fluorescence, 18 h; TGF-beta stimulated, 500 pg/mL final. Potency, µM (series often up to 46.1 µM), for inactives: at the highest dose activity, negative = inhibition, usual class: inhibitors; note: potency is the fitted concentration of half-maximal effect; % is set by controls: 0 for no effect and ±100 for the full control effect; nearly all actives have a fitted effect of over 65% in size
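TGF-beta reporter screen: HEPG2 CAGA-GFP, 1% FBS, 500 pg/mL TGF-beta final, 18 h; per-cell GFP summed per well; curves fitted and categorized by class.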
Nrf2 block – Nrf2 pathway inhibition | Potency, µM (top dose mostly 46 µM), inactives show top-dose activity change, negative = inhibition, most hits filed as inhibitors | 360,000 compounds, 2.1% hits | A549 ARE-Fluc reporter, luciferase luminescence, 18-24 h; note: potency is the fitted concentration of half-maximal effect; % is set by controls: 0 for no effect and ±100 for the full control effect; nearly all actives have a fitted effect of over 60% in size
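Nrf2 activity is the BugLite luminescence, read 15 min after reagent at room temperature, following CellTiter-Fluor cytotoxicity readout (30 min, 37C). Compound titrations were applied for 18-24 h to 5000 A549 ARE_Fluc cells/well in 5% FBS OPTI-MEM.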
HepG2 tox – HepG2 cytotoxicity, counter-screen for TGF-b inhibitors | HepG2 CAGA-GFP viability, ATP luminescence, 18 h | Potency, µM (series often up to 46.1 µM), without a hit: top-dose activity change, negative = cytotoxicity, most hits filed as cytotoxic | 410,000 compounds, 0.76% hits | AID 588856; note: potency is the fitted concentration of half-maximal effect; some results filed as inactive show a strong effect at the top dose
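HepG2 CAGA-GFP cells (1000/well, DMEM with 1% FBS) received compound, then TGF-beta at 500 pg/mL final, and were incubated 18 hours at 37 degrees C. Viability was read by CellTiter-Glo luminescence. Media-only wells were set as complete cell-killing and DMSO as no toxicity.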
MCF10A rerep – DNA re-replication induction in MCF 10a cells; AID 624296; MCF 10A DNA re-replication, Hoechst nuclear intensity, 48 h; 350,000 compounds, 2.9% hits; Potency, µM (highest dose often 46.1 µM), for inactives: at the highest dose activity, positive = re-replication, usual class: activators; note: potency is the fitted concentration of half-maximal effect; % of control where 0% means no effect; nearly all actives have a fitted effect of over 50% in size
A549 viability – kills or reduces viability of A549 cells in Nrf2 counter-screen; A549 ARE-Fluc cells, CellTiter-Fluor viability, 18-24 h; Potency, µM (series often up to 46 µM), for the others: at the highest dose activity change, negative = cytotoxicity, most hits filed as inhibitors; 390,000 compounds, 0.16% hits; note: potency is the fitted concentration of half-maximal effect; % is set by controls: 0 for no effect and ±100 for the full control effect
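Cytotoxicity counterscreen: CellTiter-Fluor fluorescence was measured in A549 ARE_Fluc cells after 18-24 h of compound exposure in a concentration series. The subsequent BugLite luminescent read reports ARE-luciferase activity.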
IL1B secr inh – inhibitors of inflammasome signaling (IL-1 beta secretion). THP-1 LPS/ATP IL-1B secretion, AlphaLISA, 16 h; stronger effect = lower value. activity change, % at 57.5 µM. 360,000 compounds, 4.7% hits. AID 743279; in the data active = activity change below about -50%; inconclusive = mostly about -30% to -49%; note: % is set by controls: 0 for no effect and ±100 for the full control effect
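Secreted IL-1B measured by AlphaLISA bead assay after 16 h compound exposure of THP-1 cells; compounds (final up to 57.5 uM) added 1 h before LPS (250 ng/mL) and ATP (1.25 mM) stimulation; lower signal means less secretion.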
Starred values were filed as active, the others as inactive; i = inactive; ? = inconclusive; · = not tested or not shown; & = joins results of further samples; [ ] = dose if it differs, or a comment. Unless noted, calls come from the whole dose curve; as a rule, active = well fitted curve in the direction sought with a large enough effect; inconclusive = small, poorly fitted or top-dose-only effect, or another doubt; inactive = no such curve, though single readings can be large; an effect the other way counts as inactive or inconclusive.

mol	ATXN viability	Nrf2 activator	ATXN2 expr inh	TGFb SMAD3 inh	Nrf2 block	HepG2 tox	MCF10A rerep	A549 viability	IL1B secr inh
CCOC(=O)C1(C)CCCCN1C(=O)c1ccccc1OC (stereo not given)	i	0.5%	-1%	-5%	·	-12%	·	·	35
O=C(NCc1cccnc1)c1ccc(-c2ccccc2[N+](=O)[O-])o1	i	12%	24%	2%	23%	5%	?	1%	i
O=C1OCCN1CCNCc1cn(-c2ccc(F)cc2)nc1-c1ccccc1Cl	i	0.4%	3%	15%	-3%	-9%	-20%	-6%	-5
C=CCOc1cccc(CNn2cn[nH]c2=S)c1	i	-0.9%	3%	7%	0%	1%	?	-2%	26
CCc1cccc(NC(=O)CCc2nc3cccnc3n2-c2ccccc2)c1	i	-1.5%	-18%	2%	-30%	-8%	·	-7%	·
Cc1[nH]c(=O)[nH]c(=O)c1NS(=O)(=O)c1ccccc1	?	-0.5%	4%	0%	-5%	-2%	-6%	-3%	2
NC(=O)c1ccnc2c(O)cccc12	i	0.2%	6%	12%	1%	-10%	4%	1%	·
O=C(NC(c1ccc(Cl)cc1)c1cccnc1)C1CCN(CCOc2ccc(Cl)cc2Cl)CC1 (stereo not given)	·	-0.1%	?	?	·	-87%	·	·	0
CC(O)c1nc2ccc(Cc3ccc4nc(C(C)O)[nH]c4c3)cc2[nH]1 (stereo not given)	i	0.0%	18%	16%	-6%	1%	-2%	3%	-12
COc1cc(NC(=O)COc2c(C)cc(C)cc2[N+](=O)[O-])c(OC)cc1Cl	i	2.5%	-26%	-21%	-5%	-24%	?	-1%	0
CC(C)(C)c1ccc(CN2N=Nc3ccccc3S2(=O)=O)cc1	·	0.0%	?	-13%	-26%	11%	?	?	-22
COc1cccc(-c2ccc3ncnc(NCc4cccs4)c3c2)c1	i	-2.1%	-9%	?	?	-29%	?	5%	·
COCCOC(=O)c1[nH]c2c(c1C)C(=O)CC(c1ccc(N(C)C)cc1)C2 (stereo not given)	i	1.7%	19%	4%	·	1%	8%	-2%	-12
CCOc1cc(/C=N/NC(=O)CN(CCc2ccccc2)S(=O)(=O)c2ccc(NC(C)=O)cc2)ccc1O	i	4.9%	-22%	-28%	6%	-20%	1%	0%	?
COCCCn1cc(CN2CC(N3CCSCC3)CS2(=O)=O)nn1 (stereo not given)	i	-0.2%	3%	·	·	·	·	·	0
COC(=O)C(CCSC)NC(=O)C(NC(=O)C1CCC(C)CC1)C(C)C (stereo not given)	i	-0.2%	-4%	0%	·	-2%	-2%	5%	15
C/C(=N\NC(=O)c1ccc(F)cc1)c1cccc(NC(=O)c2cccc(F)c2)c1	i	3.8%	0%	3%	1%	9%	10%	3%	10
Cc1cc(NC(=O)COC(=O)COc2ccc3c(c2)CCC3)no1	i	0.7%	0%	21%	-10%	-13%	-4%	-10%	-10
O=C(c1cc2cc([N+](=O)[O-])ccc2oc1=O)n1cccn1	i	5.3%	-7%	-6%	-2%	-21%	15%	-16%	?
Nc1nc(-c2ccccc2)nc(-c2ccccc2O)n1	i	?	38%[activator]	-36%	?	-64%	?	-3%	?
CCOC(=O)C1CCCN(S(=O)(=O)c2ccc(F)c(C(=O)Nc3ccc(F)c(F)c3)c2)C1 (stereo not given)	i	5.4%&4.0%	-6%	2%&-19%	?	-22%&2%	0%	19%&-18%	-66*
Cc1nc2cc(-c3cccc(F)c3)nn2c(C)c1CCC(=O)N1CCN(c2ccccn2)CC1	i	4.1%	-11%	-6%	?	-1%	3%	4%	4
Cc1cc2oc(=O)cc(CN(C)Cc3ccccc3F)c2cc1Cl	i	2.3%	67%[activator]	0%	?	-2%	16%	13%	18
COC(=O)/C=C/c1ccc2c(c1)OCO2	i	2.6%	4%	1%	?	-9%	0%	13%	-14
CC(=O)NC1CCC(C(=O)O)(c2ccccc2)C1 (stereo not given)	i	0.3%	1%	5%	-3%	-2%	-7%	-7%	3

Next results
mol	ATXN viability	Nrf2 activator	ATXN2 expr inh	TGFb SMAD3 inh	Nrf2 block	HepG2 tox	MCF10A rerep	A549 viability	IL1B secr inh
COc1ccccc1N1CC(C(=O)Nc2ccc(S(=O)(=O)N3CCCC3)cc2)CC1=O (stereo not given)	i	-0.7%	-12%	0%	-25%	-3%	2%	-6%	-9
Cc1ccc(S(=O)(=O)NC(=O)C2(C)CCN2C(=O)Cc2ccc(-c3ccccc3)cc2)cc1 (stereo not given)	i	0.3%[9.22 µM]	-2%	19%	·	-6%	·	·	7
Cc1ccc(S(=O)(=O)N(CC(=O)NCc2ccco2)C2CCCCC2)cc1	i	-0.1%	-3%	-12%	4%	-1%	6%	-3%	3
COc1ccc(OC)c(NC(=O)CCNS(=O)(=O)c2ccc3[nH]c(=O)oc3c2)c1	?	-0.5%	-9%	-4%	3%	23%	-2%	0%	13
CCc1nc2ccc(C(=O)NCCN3CCOCC3)cn2c1N(C)Cc1ccc(OC)cc1	i	-0.4%[9.22 µM]	-4%	4%	·	-1%	·	·	-9
Oc1ccc2ccccc2c1CNc1ccc2ccccc2c1	i	?	-26%	?	?	-57%	21µM*	6%	-100*
CC(NC(=O)COC(=O)Cc1ccsc1)c1ccccc1 (stereo not given)	i	0.4%	3%	?	6%	8%	2%	-3%	12
O=C(C[n+]1cc(-c2ccc(Cl)cc2)n2c1CCC2)N1c2ccccc2Sc2ccccc21	i	0.8%	21%	-22%	3%	-35%	-5%	1%	-57*
O=c1oc(-c2ccco2)nc2c1cnn2-c1ccccc1	i	0.1%	1%	2%	·	3%	?	1%	-19
COC(=O)C(Cc1ccc(O)cc1)NC(=O)C(CC(=O)OC(C)(C)C)NC(=O)OC(C)(C)C (stereo not given)	i	0.1%	-11%[11.3 µM]	-3%	2%	-16%	-3%	0%	9
COc1ccc(NC(=O)c2cc(-c3ccncc3)nc3ccc(Br)cc23)cc1OC	i	0.3%	-19%	?	?	-81%	?	?	-6
COc1ccc(Cn2c(SCc3ccc(C(=O)NC4CCCCC4)cc3)nc3ccncc32)cc1	i	6.6%	?	13µM*	13µM*	-32%	·	-5%	·
Cc1cnc(=O)[nH]c1SCc1cccc(C(F)(F)F)c1	i	4.3%	·	2%	-1%	1%	15%	0%	8
CSc1nncc(/C(C)=N\Nc2ccccc2)n1	i	19%	-20%	-15%	14%	-7%	0%	-14%	-1
CC1(C)CC(=O)C/C(=N\NC(=O)Cc2ccccc2)C1	i	4.3%	-7%	11%	?	21%	-5%	4%	10
O=c1c2c([nH]c3ccccc13)CCC2	i	-0.1%	·	-3%	-13%	0%	0%	-5%	18
C=CCn1c(C)cc(C(=O)CSc2n[nH]c(N)n2)c1C	i	0.0%	37%[activator]	-2%	?	-4%	1%	1%	10
COc1cc(OC)cc(-n2nnnc2SCC(=O)Nc2nc3c(s2)CCCC3)c1	i	2.9%	4%	1%	2%	-6%	2%	-2%	-7
Cc1ccc(CNC(=O)CNC(=O)c2ccc(C(C)(C)C)cc2)n1C	i	1.0%	-5%	1%	11%	-7%	?	7%	19
CC(C)OCC(O)CN1CCN(CC(O)COc2ccc3c(c2)OCO3)CC1 (stereo not given)	i	0.1%	2%	-8%	-7%	-5%	3%	11%	-9
Cn1nc(C(C)(C)C)cc1N1C(=O)CCC1(C)C(=O)Nc1ccc2ccccc2c1 (stereo not given)	i	0.4%	3%	-6%	·	-5%	·	·	19
CCOc1cc(NCc2ccccc2)c2ncn(C(C)C)c2c1	?	0.0%	?	-17%	?	-20%	-25%	-8%	0
COc1cccc2c1Oc1ncccc1N(c1ccc(C(=O)NCc3ccccc3Cl)s1)C2	·	3.6%	·	?	-8%	-21%	·	2%	·
COc1ccc(C)cc1NC(=O)CSc1nnc2ccc(-c3cccnc3)nn12	i	-0.1%	11%	9%	?	-2%	1%	-2%	-13
COCCN1CCN(C(=O)C2CCC(=O)N(CCc3cccc(F)c3)C2)CC1 (stereo not given)	i	-0.1%	10%	-2%	6%	-3%	0%	6%	4
Cn1c(CNC(=O)CCNC(=O)c2cccc(Cl)c2)cc(=O)n(C)c1=O	i	0.1%	2%	9%	2%	-2%	-1%	10%	-4
C/C(=N\NC(=O)CSCc1ccccc1Cl)c1cc(O)ccc1O	?	4.8%	?	-18%	-29%	-29%	?	-16%	40
CCN(CC)C(=O)C1CCN(S(=O)(=O)c2c(C)noc2/C=C/c2cccc(OC)c2)CC1	·	3.7%	·	?	·	-17%	·	-1%	·
